# Bioassay records (PubChem)
# SIAE primary – human SIAE inhibitors, primary screen, biochemical, fluorescence polarization, FP-Rh probe, 1536-well HTS; inhibition, % at 9.66 µM; hit rate 0.69% among 370,000; AID 1053197, 2014; Sialate O-acetylesterase (Homo sapiens), Q9HAT2; SIAE FP-Rh probe binding;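 active = inhibition above a cutoff: mean of compounds within the control limits plus 3 SD of those, cut at about 17% in these data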;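 also: 0% = plate median of compound wells and 100% = probe without SIAE protein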
# ARFGAP1 inh – inhibitors of rat ARFGAP1 GAP activity, primary screen, biochemical, fluorescence polarization, GDP tracer; ADP-ribosylation factor GTPase-activating protein 1 (Rattus norvegicus), Q62848; Arfgap1-stimulated ARF1 GTP hydrolysis, GDP FP detection; inhibition, % at 16.5 µM; hit rate 0.26% among 360,000; AID 651572, 2012;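 active = inhibition above a per-plate limit, mean inhibition of low control wells plus 3 SD, cut at about 25% in these data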;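 also: 0% = DMSO wells with enzyme and 100% = wells lacking Arfgap1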
# Target sequence (Q62848 1-136 limits assumed): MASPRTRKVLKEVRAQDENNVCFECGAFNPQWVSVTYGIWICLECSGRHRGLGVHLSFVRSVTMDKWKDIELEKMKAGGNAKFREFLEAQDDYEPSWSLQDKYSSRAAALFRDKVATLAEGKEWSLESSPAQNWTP
#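 System: truncated rat Arfgap1 GAP domain / Medium: HEPES-based buffer, pH 7.5 / Also added: N-terminally truncated human ARF1-GTP substrate / Incubation: enzyme reaction 120 min at 25 °C after 20 min preincubation / Measured by: FP of antibody-bound GDP Alexa 633 tracer, ex 620/em 688 nm / Replicates: singlicate, each compound tested once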
# PLC-beta3 inh – human PLC-beta3 inhibitors, primary screen, biochemical, fluorescence; Purified PLC-beta3, fluorogenic substrate; 1-phosphatidylinositol 4,5-bisphosphate phosphodiesterase beta-3 (Homo sapiens), Q01970; inhibition, % at 12.2 µM; hit rate 0.18% among 370,000; AID 720704, 2013; in the data active = inhibition above about 11%;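 also: 0% = median of compound wells on plate and 100% = full blocker control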
# DDE Tn7 FP inh – inhibitors of Tn7 peptide binding to fibrin DD(E), primary screen, biochemical, fluorescence polarization, human fibrin, Tn7 probe; Fibrinogen beta chain (Homo sapiens), P02675; FP displacement of FITC-Tn7 peptide from fibrin DD(E); 0% = median of compound wells per plate; inhibition, % at 8.3 µM; hit rate 0.13% among 370,000;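 active = inhibition above the mean of compounds falling within the control limits plus 3 SD of them, cut at about 14% in these data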;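 also: 0% = plate median of compound wells and 100% = 10 µM Aha-Tn7 peptide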
# Target sequence (P02675 whole entry, looked up): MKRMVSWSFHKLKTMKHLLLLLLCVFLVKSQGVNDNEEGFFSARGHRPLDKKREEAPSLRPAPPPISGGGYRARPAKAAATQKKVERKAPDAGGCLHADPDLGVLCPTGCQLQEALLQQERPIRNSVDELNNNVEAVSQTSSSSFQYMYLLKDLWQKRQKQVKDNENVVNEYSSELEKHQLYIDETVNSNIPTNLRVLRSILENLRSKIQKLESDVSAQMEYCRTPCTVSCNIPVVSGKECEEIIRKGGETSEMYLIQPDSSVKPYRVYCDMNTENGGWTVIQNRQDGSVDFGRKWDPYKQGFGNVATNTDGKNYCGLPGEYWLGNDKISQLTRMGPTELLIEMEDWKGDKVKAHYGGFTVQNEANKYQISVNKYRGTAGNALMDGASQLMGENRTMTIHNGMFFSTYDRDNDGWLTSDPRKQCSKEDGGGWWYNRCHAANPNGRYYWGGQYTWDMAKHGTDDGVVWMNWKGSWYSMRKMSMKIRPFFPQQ
#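 Assay system: human fibrin DD(E) protein / Input: 2 µM fibrin DD(E) / Benchmarks: high control of 10 µM Aha-Tn7 peptide / Measured by: fluorescence polarization of the labelled Tn7 tracer / Medium: Tris buffer with calcium and detergent, pH 7.8 / Timing: 10 min compound pre-incubation, 3 h probe incubation at room temperature / Repeats: one replicate per compound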
# DDE Tn6 FP inh – inhibitors of Tn6 peptide binding to fibrin DD(E), primary screen, biochemical, fluorescence polarization, human fibrin, Tn6 probe | Fibrinogen beta chain (Homo sapiens), P02675 | inhibition, % at 8.3 µM | Fibrin DD(E) TRITC-Tn6 fluorescence polarization displacement | AID 720509, 2013 | hit rate 0.21% among 370,000;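 active = inhibition above a per-campaign cutoff: mean of compounds within control limits plus 3 SD, cut at about 15% in these data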;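 also: 0% = median of all compound wells on the plate and 100% = blocking peptide control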
# ASAP1 inh – inhibitors of human ASAP1 ArfGAP activity, primary screen, biochemical, fluorescence polarization; ASAP1-stimulated ARF1 GTP hydrolysis, GDP FP detection; hit rate 0.19% among 360,000; inhibition, % at 16.5 µM; in the data active = inhibition above about 25%;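 also: 0% = vehicle with enzyme and substrate and 100% = no enzyme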
# Target sequence (Q9ULH1 325-724 limits assumed): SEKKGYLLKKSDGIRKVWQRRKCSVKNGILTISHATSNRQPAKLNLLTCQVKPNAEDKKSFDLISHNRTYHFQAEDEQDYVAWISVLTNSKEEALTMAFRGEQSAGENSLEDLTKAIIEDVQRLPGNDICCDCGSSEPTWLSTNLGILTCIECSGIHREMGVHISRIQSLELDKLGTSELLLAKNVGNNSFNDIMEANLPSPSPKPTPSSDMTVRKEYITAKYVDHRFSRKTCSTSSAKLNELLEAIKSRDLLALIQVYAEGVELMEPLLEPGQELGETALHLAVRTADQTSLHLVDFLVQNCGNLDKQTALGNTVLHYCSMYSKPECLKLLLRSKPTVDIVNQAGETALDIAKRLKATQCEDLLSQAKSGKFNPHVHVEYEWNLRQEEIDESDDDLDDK
# ADAM17 inh – ADAM17 inhibitors, primary screen, biochemical, QFRET. Disintegrin and metalloproteinase domain-containing protein 17 (Homo sapiens), P78536. recombinant ADAM17, EDANS/DABCYL FRET peptide cleavage. inhibition, % at 6.95 µM. hit rate 0.83% among 370,000;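 active = inhibition above the mean of compounds lying between control limits plus 3 SD, set per campaign, cut at about 8.5% in these data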;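 also: 0% = DMSO-only wells as the low control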
# TDP2 absorb – human TDP2 enzyme inhibitors, primary screen, biochemical, epi absorbance, recombinant enzyme | T5PNP hydrolysis, p-nitrophenol absorbance 415 nm | Tyrosyl-DNA phosphodiesterase 2 (Homo sapiens), O95551 | inhibition, % at 12.8 µM | hit rate 0.34% among 370,000;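 active = inhibition above the mean of all tested compounds plus 3 SD, set per campaign, cut at about 25% in these data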;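 also: 0% = DMSO with enzyme and 100% = buffer with substrate but no TDP2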
#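 test system = human TDP2 enzyme | input = TDP2 enzyme at 120 nM final | medium = 50 mM Tris-HCl pH 7.5 with Mg2+, KCl, DTT, BSA | also added = T5PNP substrate, 5 mM | times = 2 h at 37 °C | technique = epi absorbance | benchmarks = high control without enzyme, low control DMSO plus TDP2 | replication = each compound tested once, singlicate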
# PLCg1 inh – PLC-gamma1 enzyme inhibitors, primary screen, biochemical, fluorescence, purified enzyme. 1-phosphatidylinositol 4,5-bisphosphate phosphodiesterase gamma-1 (Homo sapiens), P19174. fluorogenic substrate. inhibition, % at 12.2 µM. hit rate 0.84% among 370,000; in the data active = inhibition above about 9.5%
# ADAM10 inh – human ADAM10 inhibitors, primary screen, biochemical, QFRET, HTS | Disintegrin and metalloproteinase domain-containing protein 10 (Homo sapiens), O14672 | recombinant ADAM10, EDANS/DABCYL FRET peptide cleavage, 3 h | inhibition, % at 7 µM | hit rate 0.62% among 370,000 | AID 720582, 2013;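 active = inhibition above a per-campaign cutoff equal to the mean of compounds falling between control-based bounds plus 3 SD, cut at about 20% in these data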;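 also: 0% = DMSO wells while the 100% control is not disclosed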
# The depositor's hits bear a star; i = inactive; x = no result given; & = joins results of further samples.
# Values run as follows: SIAE primary	ARFGAP1 inh	PLC-beta3 inh	DDE Tn7 FP inh	DDE Tn6 FP inh	ASAP1 inh	ADAM17 inh	TDP2 absorb	PLCg1 inh	ADAM10 inh
- CCOc1cccc(OCCOCCN(C)C)c1
→ -2	-3	3	-3	1	-11	3	22	1	-6
- CC1(C)NC(=O)C(CCc2ccccc2)NC1=O (stereo not drawn)
→ 0	-1	0	-4	3	-13	-4	10	2	-6
- CC(C)C(=O)N1CCN(c2ccccc2NC(=O)Cc2ccc(Cl)cc2)CC1
→ 0	-4	0	0	3	1	-3	15	-2	0
- COc1ccccc1N(CCC#N)C(=O)CSc1nc(-c2ccccc2)cn1N
→ 9	11	-14	0	1	5	-2	0	-11	-4
- CCOc1ccc(S(=O)(=O)NCC2CCCO2)cc1NC(=O)c1ccccc1F (stereo not drawn)
→ -6	-2	-2	-6	0	12	-2	-3	-2	0
- Cc1cc(Cl)c(OCCOCCN2CCCC(C)C2)c(Br)c1 (stereo not drawn)
→ 2	2	-5	2	-3	4	-2	3	0	0
- Cc1ccc(S(=O)(=O)N2CCN(C(=O)c3cc(-c4cccs4)nn3-c3ccccc3)CC2)cc1
→ -6	1	-13	-4	4	5	0	-6	1	-15
- COCCOC(=O)c1c(NC(=O)CN(C)c2ccccc2)sc(C(N)=O)c1C
→ 1	5	-6	-1	8	6	-2	4	-2	-1
- O=c1c2c(n3cnnc3n1-c1ccccc1)-c1ccccc1CC21CCCCC1
→ 6	-12	-4	-1	5	2	-8	1	-2	-9
- O=C(N/C(=C\c1ccccc1)C(=O)N1CCCCC1)c1ccc(Br)o1
→ -6	10	-5	2	-5	-12	-3	4	-1	1
- CC(C)(C)c1ccc(C(=O)Nc2ccc(C=C(C#N)C#N)cc2)cc1
→ -10	5	-11	-2	-3	-3	-1	1	-9	2
- Nn1c(SCC(=O)N2CCOCC2)nnc1-c1ccc(Cl)cc1Cl
→ -1	3	4	-2	-6	0	0	-4	2	-1
- N#Cc1nc(COc2ccccc2)oc1N1CCC(Cc2ccccc2)CC1
→ 3	-4	-2	7	-3	-9	-1	-4	1	-10
- O=C(COc1ccc([N+](=O)[O-])cc1)Nc1ccc(N2CCCC2)cc1
→ 2	14	1	-1	-3	4	3	-5	0	8
- O=P(O)(O)CCP(=O)(c1ccccc1)c1ccccc1
→ -2	-2	5	-2	-1	0	0	16	-1	4
- COCCc1ccc(OCC(O)CNC(C)C)cc1 (stereo not drawn)
→ 1&-10	12&9	0&0	-5&-2	-7&4	6&-10	-4&-5	-10&0	0&-1	-1&3
- COc1ccccc1C(=O)Nc1nnc(-c2ccco2)s1
→ -11	5	-206	7	7	-6	-20	11	-193	-43
- CC[C@@]1(C(=O)OC)N[C@H](CN(C)C(=O)Nc2ccc(F)cc2)[C@@H]2C(=O)N(Cc3ccccc3)C(=O)[C@@H]21
→ -4	-2	4	4	1	1	4	-8	1	-19
- Cc1ccc(/C=C2\SC(=S)N(Cc3ccccc3)C2=O)o1
→ 1	7	-4	-1	-4	-7	-1	-3	-2	4
- CCOC(=O)c1cn2nc(Oc3cccc(C(F)(F)F)c3)ccc2n1
→ 1	12	-34	2	-2	0	-71	-6	-24	-201
- Cc1ccnc(NC(=O)Nc2ccc(Br)cc2Cl)c1
→ 1	4	-2	-5	6	2	-1	9	1	1
- Cn1nnc2cc(C(=O)N3CCCCCC3)ccc21
→ -3	-3	4	1	6	5	1	0	1	11
- Cc1ccc(C(=O)OCC(=O)Nc2nc(-c3ccccc3)cs2)cc1NC(=O)c1ccco1
→ -11	9	-5	9	-1	2	2	-7	-1	3
- Cc1ccc(S(=O)(=O)N(CC(=O)NCCSc2ccccn2)c2ccc(C)c(C)c2)cc1
→ -9	6	-10	6	-2	-18	0	-5	-2	1
- O=C(NC(=S)Nc1c(Cl)ccc2nsnc12)c1ccco1
→ 9	0	-3	5	-4	8	-1	-4	-2	2
- CN1CCCc2cc3c(C(F)(F)F)cc(=O)oc3nc21
→ 0	1	i	11	6	3	-211	-2	i	i
- O=C(N/N=C/c1ccc([N+](=O)[O-])o1)c1cc(-c2cccc(Br)c2)nc2ccccc12
→ 8	-4	-6	0	-5	-5	-4	9	-3	-10
- O=C(CCNC(=O)c1ccco1)Nc1ccc(N2CCOCC2)cc1
→ 9	-7	2	3	-6	1	-2	-16	6	13
- Cc1occc1-c1nnc(SCC(N)=O)n1Cc1ccccc1
→ 9	-2	3	-3	3	3	1	6	0	7
- O=C(O)c1ccc(N/N=C/C=C/c2ccc([N+](=O)[O-])o2)cc1
→ -14	-14	-70	-4	0	-6	5	-3	-47	4
- Cn1c(N)c(C(=O)CSc2n[nH]c(N)n2)c(=O)n(C)c1=O
→ -15	7	2	2	3	5	1	-14	6	-1
- CCCCN(CCCNC(=O)C1CCN(S(=O)(=O)CC)CC1)c1ccccc1
→ 4	17	-4	-1	-1	3	-2	-3	0	4
- COc1ccc(NC(=O)CC(NCCc2ccccc2)C(=O)O)c(OC)c1 (stereo not drawn)
→ 8	6	0	1	5	3	0	11	3	9
- CC(C)N(Cc1ccccc1)S(=O)(=O)c1ccc(Cl)nc1
→ 4	4	-5	3	-4	1	-2	-1	-4	-7
- C=CCn1c(CCc2cc(C(C)(C)C)c(O)c(C(C)(C)C)c2)n[nH]c1=S
→ -1	-4	0	-2	4	-6	2	4	3	11
- Cc1cc(NC(=O)CCC(=O)N(CC2CCCO2)C(C(=O)NC2CCCC2)c2ccccc2C)no1 (stereo not drawn)
→ -3	-2	3	1	6	-7	-1	-5	-1	3
- Cc1ccc(C2/C(=C(/O)c3ccc4c(c3)CC(C)O4)C(=O)C(=O)N2CCCn2ccnc2)cc1 (stereo not drawn)
→ -5	-16	-10	-2	-6	-4	3	-5	2	6
- COc1ccccc1-c1nc(-c2ccccc2)nc(N2CCN(C)CC2)c1C#N
→ 1	4	-10	-8	5	-8	1	2	-9	7
- CCC(C(=O)NCC1CCCO1)N(Cc1ccccc1)C(=O)CNS(=O)(=O)c1ccccc1 (stereo not drawn)
→ 0	11	-3	-8	2	-3	1	1	4	3
- CCCCn1c(N)c(N(CCOC)C(=O)CSCc2ccc(C)cc2)c(=O)[nH]c1=O
→ -6	12	-13	-5	-9	3	-11	6	-6	-31
- O=C(CNC(=O)C12CC3CC(CC(C3)C1)C2)OCc1ccc(F)cc1Cl
→ 4	9	1	0	-3	-3	1	1	2	0
- COc1ccc(NC(=O)c2ccccc2NC(=O)COc2ccccc2)cc1
→ -3	-7	3	-2	-6	-1	2	7	4	-1
- CCCCN(Cc1ccc(C(=O)N[C@H](C(=O)O)C(C)C)cc1)C(=O)C(c1ccccc1)c1ccccc1
→ 0	2	2	2	-5	-9	0	-10	4	11
- COc1cccc(CC(=O)OCC(=O)NCC(=O)Nc2cccc(C)c2C)c1
→ 11	3	1	11	4	5	-2	10	1	0
- CCOc1ccc(NC(c2ccccn2)c2oc(CO)cc(=O)c2O)cc1 (stereo not drawn)
→ 2	-5	-24	0	4	-15	-8	4	-16	-31
- COc1ccc(-n2c(SCC(=O)NCC3CCCO3)nc3c(c2=O)SC(C)C3)cc1 (stereo not drawn)
→ 1	-7	0	-2	-2	2	6	1	4	2
- COc1ccc(OC)c(N2C(=O)CC(Cc3ccc(Cl)cc3)C2=O)c1 (stereo not drawn)
→ 2	-13	0	1	-6	1	-5	4	-1	-5
- C=CCSc1nc2ccccc2n1C(=O)/C=C/c1ccc(OC)c(OC)c1
→ -10	-8	2	-1	2	13	-3	5	0	-6
- COc1ccc2sc(-c3ccc(S(C)(=O)=O)cc3)c(C#CCO)c2c1
→ -7	9	-386	-4	0	10	-81	2	-247	-278
- CC1(C)Cc2ccccc2-c2nnc(-c3cccc(O)c3)n21
→ 4	-8	2	4	3	6	-2	1	1	3

# Later entries.
# Values run as follows: SIAE primary	ARFGAP1 inh	PLC-beta3 inh	DDE Tn7 FP inh	DDE Tn6 FP inh	ASAP1 inh	ADAM17 inh	TDP2 absorb	PLCg1 inh	ADAM10 inh
- CN(C)CCNC(=O)/C(=N\O)c1ccccn1
→ 6	0	4	-10	-1	-13	0	-1	0	4
- CCCCN(CCCC)CCCNC(=O)Cn1cc(C)c(=O)[nH]c1=O
→ 8	4	4	-1	-3	0	-4	10	2	-6
- COc1ccc(COC(=O)C2CCN(C(=O)c3ccc(Cl)cc3)CC2)cc1F
→ -5	1	-5	-3	1	1	4	-13	5	12
- Cc1c[nH]c2cccc(-c3cccc4ccccc34)c12
→ 3	x	-32	6	-6	x	-9	-4	-20	-20
- CN(C(=O)N1CCN(c2ccccn2)CC1)c1ccccc1
→ -3	0	3	-3	1	20	-3	6	6	-9
- CCCCn1c(SCC(=O)O)nc2ccccc21
→ -1	-6	0	-3	5	-8	-3	4	0	3
- COC(=O)Cc1cc(=O)[nH]c(/N=C(\N)Nc2ccc(C(C)C)cc2)n1
→ 0	-9	-2	4	0	-5	-3	-8	-2	0
- Cc1noc(C)c1COc1ccc(C(=O)OCC(=O)NC23CC4CC(CC(C4)C2)C3)cc1
→ -3	-6	-4	-1	3	3	4	8	-4	11
- Nc1nn(S(=O)(=O)c2cccc3nsnc23)cc1-c1ccc(Br)cc1
→ 5	-5	2	2	-5	21	8	1	6	14
- Fc1ccc(COc2ccccc2CNCc2ccncc2)cc1
→ 5	-3	3	1	-5	-4	2	1	2	2
- O=C(COC(=O)c1ccccc1OC(F)F)Nc1ccc2[nH]c(=O)[nH]c2c1
→ 6	10	-8	-2	-3	4	-7	-2	-2	-12
- COc1ccc(C2c3[nH]c4ccccc4c3C[C@H]3C(=O)N(C4CCN(Cc5ccccc5)CC4)CC(=O)N23)cc1OC (stereo partly drawn)
→ -1	-2	-4	5	9	10	0	-9	-2	4

# Hits appear at their usual frequency, and some 3.6% of all compounds hit somewhere here.
